CatB inh = blocks human cathepsin B protease activity. P07858. purified cathepsin B, fluorogenic substrate, fluorescence. inhibition, %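 (tested at 10 µM)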. actives 0.1% (n = 63,000); in the data active = inhibition above about 21%;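 note: 0% = enzyme with no compound and 100% = no enzyme blank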
ROCK2 blocker = ROCK2 (human) kinase inhibition; AID 604; actives 0.35% (n = 60,000); purified ROCK2, Kinase-Glo ATP depletion luminescence; inhibition, % at 6 µM; O75116;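 active = inhibition above the screen-wide mean inhibition plus 3 SD, cut at about 18% in these data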;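 note: plate controls were DMSO wells for no effect and Y-27632 control wells after no-enzyme background subtraction for full effect; many of its hits are not listed in these tables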
Target sequence (O75116 whole entry, looked up): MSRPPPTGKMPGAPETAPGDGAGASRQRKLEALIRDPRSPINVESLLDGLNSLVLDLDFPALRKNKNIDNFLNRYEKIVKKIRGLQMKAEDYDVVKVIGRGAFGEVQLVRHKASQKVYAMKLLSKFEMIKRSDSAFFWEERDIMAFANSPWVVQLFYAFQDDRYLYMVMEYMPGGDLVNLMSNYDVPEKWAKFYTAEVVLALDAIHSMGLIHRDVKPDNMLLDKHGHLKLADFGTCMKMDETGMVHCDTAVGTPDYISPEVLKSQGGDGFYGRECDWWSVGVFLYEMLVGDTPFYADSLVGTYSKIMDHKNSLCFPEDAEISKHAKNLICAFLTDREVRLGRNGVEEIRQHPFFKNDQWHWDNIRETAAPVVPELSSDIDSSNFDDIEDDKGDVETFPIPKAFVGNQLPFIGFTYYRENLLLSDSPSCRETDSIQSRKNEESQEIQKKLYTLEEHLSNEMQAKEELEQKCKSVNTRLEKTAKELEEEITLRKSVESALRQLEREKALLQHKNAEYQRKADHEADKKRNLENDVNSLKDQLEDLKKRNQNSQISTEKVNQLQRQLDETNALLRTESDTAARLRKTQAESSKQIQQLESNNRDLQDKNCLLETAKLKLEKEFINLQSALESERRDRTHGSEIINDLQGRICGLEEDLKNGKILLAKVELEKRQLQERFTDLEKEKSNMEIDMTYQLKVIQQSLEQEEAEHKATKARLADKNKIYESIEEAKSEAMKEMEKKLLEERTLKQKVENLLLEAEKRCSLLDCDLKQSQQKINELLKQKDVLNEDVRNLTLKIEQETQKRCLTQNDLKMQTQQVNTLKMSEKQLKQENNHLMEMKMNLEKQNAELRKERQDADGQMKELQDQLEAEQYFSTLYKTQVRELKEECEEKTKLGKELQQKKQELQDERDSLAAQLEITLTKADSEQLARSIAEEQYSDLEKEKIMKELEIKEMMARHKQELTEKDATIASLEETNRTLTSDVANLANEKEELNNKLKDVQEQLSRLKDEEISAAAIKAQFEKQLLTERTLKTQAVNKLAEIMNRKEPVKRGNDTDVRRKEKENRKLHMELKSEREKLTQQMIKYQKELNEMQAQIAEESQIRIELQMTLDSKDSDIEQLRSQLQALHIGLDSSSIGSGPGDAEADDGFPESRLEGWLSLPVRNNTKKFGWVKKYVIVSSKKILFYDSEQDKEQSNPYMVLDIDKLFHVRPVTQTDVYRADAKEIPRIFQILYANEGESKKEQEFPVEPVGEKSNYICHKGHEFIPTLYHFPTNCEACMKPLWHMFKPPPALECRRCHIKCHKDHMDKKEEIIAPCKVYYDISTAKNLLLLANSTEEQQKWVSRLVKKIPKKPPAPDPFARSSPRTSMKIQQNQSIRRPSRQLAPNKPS
Cathepsin G inh = cathepsin G (human) inhibition | P08311 | purified enzyme, AMC-tetrapeptide fluorescence, pooled mixtures | inhibition, % at 5 µM (by protocol) | actives 0.2% (n = 62,000) | AID 581;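 active = inhibition above 20% in each of the two mixture wells holding the compound; inactive = inhibition of 20% or less in either well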;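 note: 0% = enzyme control without mixture and 100% = blank lacking enzyme; strong numbers were not always called active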
CatL inh = inhibitors of human cathepsin L; P07711; purified cathepsin L, fluorogenic substrate, fluorescence; inhibition, %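 (tested at 10 µM)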; actives 0.17% (n = 58,000); AID 460; in the data active = inhibition above about 45%;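 note: 0% = enzyme with no compound and 100% = no enzyme blank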
CatS inh = inhibitors of human cathepsin S. P25774. recombinant cathepsin S, AMC dipeptide fluorescence, pooled mixtures. inhibition, %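 (tested at 5 µM per compound within 10-compound mixtures)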. actives 0.06% (n = 62,000); in the data active = inhibition above about 32%, passing the limit was not always enough;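 note: 0% = enzyme without compound and 100% = blank without enzyme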
PKA inh = blocks human protein kinase A activity; P17612; inhibition, % at 6 µM; AID 524; actives 0.1% (n = 65,000); PKA Kemptide phosphorylation, Kinase-Glo ATP luminescence;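 active = inhibition above the screen-wide mean inhibition plus 3 SD, cut at about 21% in these data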; note: many of its hits are not listed in these tables
HER2 expr 66K = Her2 kinase expression inhibition. SKBR-3 HER2 protein level, AlphaScreen, 18-24 h; hits give low values. HER2 level % of control, % at 10 µM. actives 0.69% (n = 65,000). AID 645;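 active = HER2 level under 5% of the carrier-only control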;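 note: 100% = DMSO carrier and 0% = 500 nM PU-H71 HSP90 inhibitor; lower value means stronger loss of Her2 protein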
CatB mix inh = inhibitors of human cathepsin B in compound mixtures; P07858; Purified cathepsin B, AMC dipeptide fluorescence; inhibition, %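 (ten-compound pools at 5 µM per compound and 50 µM total)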; actives 0.06% (n = 62,000); AID 488; in the data active = inhibition above about 22%, passing the limit was not always enough;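 note: 0% = enzyme without compound and 100% = no enzyme blank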
C1s block = blocks human complement C1s protease activity. actives 0.16% (n = 62,000). P09871. AID 538. mean inhibition % of two 10-compound mixtures (hits give high values), % at 5 µM (by protocol). purified C1s, fluorogenic AMC substrate, pooled mixtures;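 active = inhibition above 20% in each of the two 10-compound mixture wells holding the compound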;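 note: 0% = enzyme wells lacking compound mixture and 100% = no-enzyme blank wells; some compounds called inactive have numbers as strong as hits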
The depositor's hits bear a star; · = no result given. Only part of the results is shown. The share of hits here may be higher or lower than overall.

SMILES	CatB inh	ROCK2 blocker	Cathepsin G inh	CatL inh	CatS inh	PKA inh	HER2 expr 66K	CatB mix inh	C1s block
COC(=O)CCS(=O)(=O)c1ccc(Cl)c(Cl)c1	·	3	-13	-5	-3	10	102	1	-21
CCC(C)(C)n1nnnc1C(c1ccc(O)c(OC)c1)N1CCN(c2nc3ccccc3s2)CC1 (stereo not given)	-3	-2	-2	25	8	-2	100	-3	-12
c1ccc(-n2ncc3c(N4CCN(c5ccccn5)CC4)nc(N4CCOCC4)nc32)cc1	-3	-2	-2	10	0	-5	68	-6	-34
Cc1ccccc1-c1ccc(=O)n(CC(=O)Nc2ccc(N3CCOCC3)cc2)n1	4	6	10	14	1	7	66	1	16
COc1cc(OC)cc(-n2nnnc2SCC(=O)NCc2ccc3c(c2)OCO3)c1	0	1	-6	8	-2	6	112	0	-25
COc1ccc(Cl)cc1NC(=O)CN(C1CCCCC1)S(C)(=O)=O	0	-5	-1	4	6	-4	108	1	-12
CC(C)(C)Nc1nc(SCc2ccccc2)nc(N2CCOCC2)n1	2	5	8	3	-9	7	91	2	-8
CCCCSc1nc(C)c(C(C)=O)cc1C#N	-3	-4	-3	·	10	-7	119	-1	-6
c1nc(N2CCOCC2)c2c3c(sc2n1)CCCC3	2	4	9	3	13	4	114	3	7
COc1ccc(Nc2nc(N)nc(CN3CCOCC3)n2)cc1	2	-3	8	5	-3	-4	84	6	3
CCOc1ccccc1NC(=O)c1c(NC(=O)CNCc2ccco2)sc2c1CCC2	3	1	-1	4	2	-9	81	1	-2
COC(=O)CN(c1ccccc1)S(=O)(=O)c1ccc(F)cc1	-7	-4	-11	-6	-18	-5	128	-4	-60
CCCN(CCC)CCCNC(=O)CC(C(=O)N1CCc2ccccc21)n1ccnc1 (stereo not given)	3	6	7	-5	-6	-2	98	3	-11
c1ccc(-c2nnc(N3CCOCC3)nc2-c2ccccc2)cc1	·	6	·	·	·	4	100	·	16
Cc1cc(C)c(C#N)c(OCC(=O)c2ccccc2)n1	-2	-7	·	24	·	1	108	·	·
Cn1c(SCC(=O)NC2CCCCC2)nnc1-c1cc2cc(Cl)ccc2o1	5	·	-1	-5	3	-6	89	2	2
C=CCn1c(C)cc(C(=O)CSc2nnc(Cc3ccccc3)o2)c1C	-2	·	2	13	4	4	82	-3	-28
Cc1cc(N2CCN(C3CCCC3)CC2)n2ncc(-c3ccccc3)c2n1	3	2	9	17	8	2	90	1	13
O=C(CSc1nnc(-c2ccccn2)n1Cc1ccccc1)Nc1ccc2c(c1)OCO2	-3	-3	-2	20	14	0	68	2	-4
Cn1ccnc1SCC(=O)Nc1ccc2nc(SCC(=O)NC3CC3)sc2c1	1	·	6	-3	2	4	111	2	0
Cc1cc(C)nc(Nc2nc(=O)c3ccccc3s2)n1	-3	5	3	4	-1	5	92	7	3
O=C(NCCN1CCOCC1)c1ccc(-c2ccccc2)cc1	1	4	5	-4	-5	8	88	-2	-24
CCOC(=O)c1c(C)[nH]c(C(=O)COC(=O)c2ccc(N3CCCC3=O)cc2)c1C	3	7	0	10	-1	8	114	1	1
COc1ccc(C2C3C(=O)N(Cc4ccccc4)C(=O)C3ON2c2ccccc2)c(OC)c1OC (stereo not given)	4	8	40	5	7	5	79	0	4
Cn1c(=O)[nH]c(=O)c2c1nc(Br)n2CC(O)c1ccccc1 (stereo not given)	2	4	10	6	3	2	108	2	9

(more compounds)
SMILES	CatB inh	ROCK2 blocker	Cathepsin G inh	CatL inh	CatS inh	PKA inh	HER2 expr 66K	CatB mix inh	C1s block
COc1ccc(C)cc1NC(=O)CN(Cc1nnc(-c2ccc(Cl)cc2)o1)C1CCCC1	2	-2	-5	-4	-3	-5	85	4	0
O=C(O)C1CC=CCC1C(=O)Nc1cccc(Cl)c1Cl (stereo not given)	-1	2	12	4	-5	-3	94	1	-2
COc1ccc(C(C#N)Nc2ccccc2OC)cc1 (stereo not given)	0	·	-1	13	-1	10	226	-1	1
CC(C)Nc1c(N)c(=O)oc2ccccc12	2	0	-6	1	-3	9	102	-1	-24
Cc1cccc(C)c1NC(=O)CSCC(=O)O	5	-4	0	-7	-8	-2	133	1	4
Cc1nn(-c2ccccc2)c2sc(C(=O)OC3CCOC3=O)cc12 (stereo not given)	-1	-1	-3	-8	-5	-4	122	-7	0
O=C(Nc1cc(C(F)(F)F)ccc1N1CCOCC1)c1ccc2ccccc2n1	5	2	7	1	0	8	83	1	9
Cn1nnnc1SCc1nnc(-c2ccc(Cl)cc2)o1	-1	1	1	·	6	-1	79	7	7
O=C(NCCN1CCN(c2ccccc2F)CC1)c1cccn2c(=O)c3ccccc3nc12	-1	-4	16	-1	-4	-3	59	5	4
Cc1cc(C)cc(N2C(=O)CC(N3CCOCC3)C2=O)c1 (stereo not given)	6	10	12	-4	-14	8	68	3	14
Cc1c(C(=O)Nc2ccc(Cl)cn2)oc2ccccc12	6	1	14	16	14	4	83	2	18
CCOc1ccccc1OCCCC(=O)N1CCN(S(=O)(=O)c2ccc(C)cc2)CC1	4	3	53	16	16	1	78	5	19
Cc1c(C(=O)NC(C)c2ccncc2)oc2ccccc12 (stereo not given)	-2	7	-20	-2	-15	2	72	-2	-172
COC(=O)C1CCN(C(c2cccs2)c2sc3nc(C)nn3c2O)CC1 (stereo not given)	1	3	-4	-3	-2	6	101	-1	-35
Cn1c(=O)cc(NCc2ccccc2)[nH]c1=O	2	0	·	-6	·	6	121	·	·
c1cc2c(c(NCc3ccncc3)c1)CCCC2	1	5	-6	3	-5	7	129	2	-5
CCN1CCN(C(=O)c2cn(CC)c3ccc(S(=O)(=O)N(C)C)cc3c2=O)CC1	2	0	6	15	-1	3	76	3	11
O=S(=O)(c1cccc(-c2csc(-c3ccccc3)n2)c1)N1CCOCC1	-5	0	·	1	·	6	93	·	·
CCCN(CCO)Cc1cccc(Oc2ccccc2)c1	·	2	1	30	10	-3	90	5	5
O=C(CN1C(=O)C2CC=CCC2C1=O)Nc1nc2ccccc2[nH]1 (stereo not given)	4	8	-6	-5	1	9	87	1	-10
Cc1cc(NC(=O)CCC2COc3ccccc3O2)no1 (stereo not given)	2	8	3	0	6	6	98	-6	-19
COc1ccc(Cl)cc1NC(=O)CN1C(=O)CCS(=O)(=O)c2ccccc21	1	·	11	5	5	1	73	0	13
COC(=O)C1=CN(C(C)C)C=C(C(=O)OC)C1c1cccc(OC)c1	-8	1	-3	-98	9	3	68	-2	-82
CCOc1ccc(CSC(CC(=O)O)C(=O)O)cc1 (stereo not given)	3	6	9	22	5	7	94	4	-27
COc1ccc(-c2ccc(-c3nnn(CC(=O)N4CCOCC4)n3)cc2)cc1	6	2	15	7	13	2	90	6	35

The list continues:
SMILES	CatB inh	ROCK2 blocker	Cathepsin G inh	CatL inh	CatS inh	PKA inh	HER2 expr 66K	CatB mix inh	C1s block
Cc1ccc2nc(-c3cccc(-c4nc5ccc(C)cc5o4)n3)oc2c1	4	-1	10	12	4	-6	97	5	16
CCOC(=O)C(C(=O)OCC)C(=O)c1cc(OC)c(OC)c(OC)c1	1	6	10	5	0	9	85	4	9
O=C(CSc1nnc(-c2ccc(OC(F)F)cc2)o1)N1CCOCC1	-1	1	4	-2	-10	-2	93	4	-21
O=C(NCC1CCCO1)Nc1cccc(Cl)c1 (stereo not given)	0	0	-4	1	-18	6	96	-6	3
CCCN(CCC)CCNC(=O)c1cc2c(=O)n(C)c3ccccc3c2n1C	3	6	10	-3	77*	6	104	-7	5
COc1cccc(N2CCN(C(=O)c3ccc4nc(N5CCCCC5)sc4c3)CC2)c1	5	6	10	15	8	2	93	2	15
Cc1[nH]c(=O)[nH]c(=O)c1S(=O)(=O)N1CCCC(C(=O)NCCc2ccccc2)C1 (stereo not given)	-5	·	2	9	8	-2	101	-4	4
N#CC1=C(N)OC2=C(C(=O)CCC2)C12CCC1(CC2)OCCO1	-2	6	-1	·	-8	10	99	5	3
O=c1cc(-c2ccc(Cl)cc2)[nH][nH]1	0	2	2	0	19	5	93	8	-3
O=C(CSc1ccccc1)NCCCN1CCOCC1	0	·	13	-2	-6	6	207	-1	-9
CCOc1ccc(NC(=O)Nc2ccc(N(C)C(C)=O)cc2)cc1	1	4	-26	-3	-17	6	90	-3	-59
Cc1ccccc1C1=NC(c2ccc(F)cc2F)ON1 (stereo not given)	-5	0	1	15	16	2	86	9	-13
COc1ccc(C(=O)CSc2nnc(CNC(=O)c3ccc(OC)cc3)n2C)cc1	5	-3	7	·	-5	5	77	2	13
Cc1cccc(OCc2nnc(SCC(=O)Nc3sc(C)c(C)c3C#N)n2C)c1	-4	4	7	3	-5	11	64	-2	9
COc1cccc(N2CCN(S(=O)(=O)c3ccc4nc(-c5ccccc5)[nH]c4c3)CC2)c1	5	-2	8	6	2	0	96	2	9
O=c1cc(N2CCOCC2)[nH]c(=O)n1Cc1ccc(F)cc1	1	8	2	9	5	7	95	-2	3
Cc1ccccc1Cn1c(-c2cncs2)nc2ccccc21	5	6	-4	-5	-5	11	85	2	4
CCOC(=O)c1sc(NC(=O)CSc2nnnn2-c2ccc(C)c(C)c2)nc1C	8	0	8	1	15	6	58	7	-30
CCN(CC)c1nc2cc(OC)ccc2cc1C#N	-6	14	-1	0	2	11	65	2	-33
CN(C)Cc1nc2c([nH]1)c(=O)n(C)c(=O)n2C	0	2	-12	·	-5	2	73	-3	-46
Cc1ccc(S(=O)(=O)NCC(=O)NC2CCCCCC2)cc1	3	5	6	·	1	10	95	-5	-6
CC(C)OC(=O)C1C(=O)CC(C)(O)C(C(=O)OC(C)C)C1c1cccc(O)c1 (stereo not given)	5	5	6	-2	-3	9	98	-1	15
COC(=O)C(CC(C)C)NC(=O)c1cc(OC)c(OC)c(OC)c1 (stereo not given)	-3	-1	4	2	6	-8	93	-3	-7
Oc1ccccc1Nc1nc(NCC2CCCO2)c2ccccc2n1 (stereo not given)	2	5	17	31	2	10	92	0	11
CC(=O)c1c(C)[nH]c(C(=O)OCCCCN2C(=O)c3ccccc3C2=O)c1C	4	7	5	22	2	7	86	-3	7

Continued.
SMILES	CatB inh	ROCK2 blocker	Cathepsin G inh	CatL inh	CatS inh	PKA inh	HER2 expr 66K	CatB mix inh	C1s block
COCCn1c(C)cc(C(=O)COC(=O)CCN2C(=O)c3ccccc3C2=O)c1C	0	2	4	-4	-9	4	98	9	1
COC(=O)c1ccc(Cn2cnc3ccccc3c2=O)cc1	8	·	-3	·	7	7	96	4	10
O=C(CSc1nc2[nH]ncc2c(=O)n1-c1ccccc1)N1CCCc2ccccc21	-1	2	2	-1	3	5	94	-3	-4
COc1ccc(C(=O)Cn2nnc(-c3ccccc3NC(=O)c3ccco3)n2)cc1	-2	-4	8	·	3	-8	58	-1	2
Brc1ccc(-c2nc(-c3cccnc3)no2)o1	0	2	-2	-4	-4	4	64	-3	-22
CNc1oc(Cc2cccc3ccccc23)nc1C#N	3	8	11	22	12	12	96	6	8
COc1ccc(/C(O)=C2\C(=O)C(=O)N(CCCN(C)C)C2c2ccccc2F)cc1Cl (stereo not given)	2	3	10	9	9	6	115	-4	-9
CCn1c(=O)n(CC)c2cc(S(N)(=O)=O)c(C)cc21	4	6	2	17	5	4	113	6	4
Cc1cc(-c2nnco2)c(C)n1-c1ccccc1	0	0	4	-6	-1	-4	101	4	6
Cc1ccc(C2CC(=O)Nc3cc4c(cc32)OCCO4)s1 (stereo not given)	0	5	8	6	-7	4	66	3	16

A different layout for two compounds above.
> COC(=O)c1ccc(Cn2cnc3ccccc3c2=O)cc1
- CatB inh: 8
- ROCK2 blocker: ·
- Cathepsin G inh: -3
- CatL inh: ·
- CatS inh: 7
- PKA inh: 7
- HER2 expr 66K: 96
- CatB mix inh: 4
- C1s block: 10

> O=C(CSc1nc2[nH]ncc2c(=O)n1-c1ccccc1)N1CCCc2ccccc21
- CatB inh: -1
- ROCK2 blocker: 2
- Cathepsin G inh: 2
- CatL inh: -1
- CatS inh: 3
- PKA inh: 5
- HER2 expr 66K: 94
- CatB mix inh: -3
- C1s block: -4
